Nrf2 activator – qHTS of Nrf2 Activators. hit rate 0.31% among 410,000. Potency, µM (highest dose often 46.1 µM), for inactives: at the highest dose activation, actives largely listed as activators. AREc32 ARE-luciferase reporter (MCF7-derived line), luminescence, 24 h; further: % of control where 0% means no effect; nearly all actives have a fitted effect of over 65% in size
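Nrf2 activation is followed as ARE-luciferase induction in the AREc32 line after one day of compound treatment; luminescence is read with Steady-Glo.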
TGFb SMAD3 inh – qHTS for Inhibitors of TGF-b; HepG2 CAGA-GFP TGF-b/SMAD3 reporter, GFP fluorescence, 18 h; TGF-beta stimulated, 500 pg/mL final; Potency, µM (highest dose often 46.1 µM), without a hit: top-dose activity, negative = inhibition, usual class: inhibitors; hit rate 1.2% among 410,000; AID 588855, 2011; further: on the % scale 0 is the no-effect control and ±100 the full control effect; nearly all actives have a fitted effect of over 65% in size
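Read-out: total well GFP (ex488/em500-530) summed from mean per-cell fluorescence. Cells: HEPG2 CAGA-GFP, 1% FBS DMEM, 18 h at 37 degrees C with 500 pg/mL final TGF-beta. Unstimulated wells served as the full-inhibition control; stimulated DMSO wells = 0%.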
A549 viability – Nrf2 qHTS screen for inhibitors: counterscreen for cytotoxicity; A549 ARE-Fluc cells, CellTiter-Fluor viability, 18-24 h; hit rate 0.16% among 390,000; Potency, µM (doses to about 46 µM), without a hit: at the top dose activity change, negative = cytotoxicity, hits mostly inhibitors; further: on the % scale 0 is the no-effect control and ±100 the full control effect
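A549 ARE-Fluc cells in 5% FBS OPTI-MEM, 5000 cells/well, rested 2 h then exposed to compounds in concentration-response for 18-24 h at 37 °C. Viability by CellTiter-Fluor fluorescence (Ex 405/Em 525) after 30 min; luciferase luminescence (BugLite, 15 min, RT) read afterwards.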
* hit, by the source's call; ? = inconclusive; [ ] = dose if it differs, or a comment. The call rests on the fitted dose curve; in most records, active means well fitted curve in the direction sought with a large enough effect; inconclusive means small, poorly fitted or top-dose-only effect, or another doubt; inactive means no such curve, though single readings can be large; an effect the other way counts as inactive or inconclusive. Potency means the concentration at half of the fitted maximal effect. Some of the compounds tested; rates above refer to the full screens.

The first 2 records, ahead of the listing:
SMILES | Nrf2 activator | TGFb SMAD3 inh | A549 viability
COc1ccc(CNC(=O)C2CCN(c3nc4ccc(C)cc4[nH]3)CC2)cc1 | 22.7% | -10.7% | 1.8%
O=C(CSc1nccn1Cc1ccc2c(c1)OCO2)Nc1ccccc1F | -1.0% | 5.6% | 8.1%

The listing, previewed entries included:
SMILES | Nrf2 activator | TGFb SMAD3 inh | A549 viability
COc1ccc(CNC(=O)C2CCN(c3nc4ccc(C)cc4[nH]3)CC2)cc1 | 22.7% | -10.7% | 1.8%
O=C(CSc1nccn1Cc1ccc2c(c1)OCO2)Nc1ccccc1F | -1.0% | 5.6% | 8.1%
Cn1cc(S(=O)(=O)N2CCCCC2)cc1C(=O)N1CCN(c2ccc(F)cc2)CC1 | 0.7% | ? | 10.0%
O=c1c2cc3c(nc2ncn1Cc1ccccc1F)CCCC3 | 3.1% | -15.2% | -0.2%
Clc1cccc(-n2ncc3c(N4CCCCC4)ncnc32)c1 | 4.7% | 6.7% | 7.0%
Cc1ccc(Cc2nc3ccccc3nc2SCC(=O)N2CCN(c3ccccc3)CC2)cc1 | 3.1% | 30.3%[activator] | 4.4%
CCN(CC)CCCNC(=O)Cc1csc2nc(-c3ccc(Cl)cc3)cn12 | 12.0% | 3.0% | ?
O=C(CCC1N=C2c3ccccc3N=C(SCc3cccc(F)c3)N2C1=O)NCc1ccc(F)cc1 (stereo unspecified) | 0.3% | ? | -19.9%
COc1ccc(NC(=O)C2CCN(S(=O)(=O)c3c(C)noc3/C=C/c3ccc(C)cc3)CC2)cc1Cl | 0.0% | 4.0% | 4.5%
CC1CCN(C(=O)CSc2nc3c([nH]c4ccccc43)c(=O)n2-c2ccccc2)CC1 | 2.4% | -1.8% | 7.5%
CCCc1nn2c(=O)cc(COC(=O)c3ccc(NC(=O)COc4ccccc4F)cc3)nc2s1 | 4.2% | -0.8% | -2.1%
CCn1nc(C)c(CCN(C)C(=O)Nc2cc(Cl)ccc2C)c1C | -0.6% | -4.0% | -3.2%
CCN(CC)c1nc2ccccc2nc1C(=O)Nc1cc(OC)c(OC)c(OC)c1 | 5.5% | 22.5% | -3.3%
COCCNC(=O)c1sc2ncccc2c1-n1c(C)ccc1C | 3.7% | 14.1% | -0.2%
Cc1ccc(C(=O)CC2(O)C(=O)N(Cc3ccccc3)c3ccc(Br)cc32)cc1 (stereo unspecified) | -3.6% | ? | ?
CC(=O)N1CCc2cc(CNC(=O)Cc3ccc(F)cc3)ccc21 | 6.1% | 3.6% | 6.3%
COc1ccc(NC(=O)c2c(NCc3ccc(C)o3)sc3c2CCC(C)C3)cc1 (stereo unspecified) | 7.6% | ? | 2.3%
Cc1c(C(=O)N(C)C)sc2c1c(=O)n(-c1ccc(Cl)c(Cl)c1)c(=O)n2CC(=O)C(C)(C)C | 0.3% | 1.6% | 1.6%
CCOc1ccc(S(=O)(=O)N2CCN(Cc3nc4ccc(C)cc4o3)CC2)cc1 | 0.3% | ? | 0.3%
CC(=O)c1ccc(S(=O)(=O)Nc2ccc(-c3ccc(N4CCCCCC4)nn3)cc2)cc1 | 7.8% | -12.4% | -8.2%
COc1ccc(CC(=O)NCc2nc3cccnc3n2Cc2ccc(C)cc2)cc1OC | -0.4% | -24.5% | -2.3%
Cc1ccc(NC(=O)CSc2nc3ccccc3n2CC(=O)N2CCC(C)CC2)cc1C | 0.2% | -18.7% | -28.9%
O=C(CSC1=Nc2ccccc2N=C(c2ccc(F)cc2)C1)NCc1ccccc1Cl | -1.5% | ? | 6.9%
NC(=O)CSc1nc2cc3c(cc2c(=O)n1CCCCCC(=O)NCc1ccc2c(c1)OCO2)OCO3 | -0.3% | 11.8% | 0.3%
Cc1cccc(Cn2c(-c3cccc(Br)c3)nc3ccccc32)c1 | 3.8% | ? | 4.6%

Sorted by formula weight (falling): some entries from above.
SMILES | Nrf2 activator | TGFb SMAD3 inh | A549 viability
O=C(CCC1N=C2c3ccccc3N=C(SCc3cccc(F)c3)N2C1=O)NCc1ccc(F)cc1 (stereo unspecified) | 0.3% | ? | -19.9%
Cc1ccc(Cc2nc3ccccc3nc2SCC(=O)N2CCN(c3ccccc3)CC2)cc1 | 3.1% | 30.3%[activator] | 4.4%
Cc1ccc(C(=O)CC2(O)C(=O)N(Cc3ccccc3)c3ccc(Br)cc32)cc1 (stereo unspecified) | -3.6% | ? | ?
Cn1cc(S(=O)(=O)N2CCCCC2)cc1C(=O)N1CCN(c2ccc(F)cc2)CC1 | 0.7% | ? | 10.0%
COc1ccc(CC(=O)NCc2nc3cccnc3n2Cc2ccc(C)cc2)cc1OC | -0.4% | -24.5% | -2.3%
COc1ccc(CNC(=O)C2CCN(c3nc4ccc(C)cc4[nH]3)CC2)cc1 | 22.7% | -10.7% | 1.8%

Going on with the list:
SMILES | Nrf2 activator | TGFb SMAD3 inh | A549 viability
CC(=O)c1cccc(Nc2c3c(nc4nc(-c5cccs5)nn24)CCCC3)c1 | 13.2% | ? | -3.9%
Cc1cccc(N2CCN(C(=O)CCSCc3ccccc3F)CC2)c1C | 6.8% | ? | 0.4%
CC(C)n1cnc(S(=O)(=O)N2CCCC(C(=O)NCc3ccccc3Cl)C2)c1 (stereo unspecified) | 2.2% | -19.3% | 12.7%
Cc1ccc(S(=O)(=O)C(CNC(=O)C(=O)NCCc2ccc(Cl)cc2)c2cccs2)cc1 (stereo unspecified) | -0.8% | -26.4% | 3.9%
Cc1ccc(C)c(CSc2nnc3[nH]c(=O)cc(C)n23)c1 | 0.2% | 2.3% | -10.1%
CCOC(=O)c1ccccc1NC(=O)N(C)CCc1c(C)nn(CC)c1C | 5.2% | -29.2% | -0.1%
COc1cc(OC)c(NC(=O)Cn2cnc3nc4c(cc3c2=O)CCCC4)cc1Cl | 2.8% | 18.5% | -8.6%
CCOc1ccc(CNS(=O)(=O)c2cc3c(cc2C)NC(=O)CO3)cc1OC | 0.5% | 0.0% | 9.4%
COc1ccc(S(=O)(=O)N2Cc3ccccc3CC2C(=O)Nc2ccc(C)cc2)cc1OC (stereo unspecified) | -0.2% | ? | -0.8%
Cc1nnc(SCc2cc(=O)n3cccc(C)c3n2)s1 | 1.6% | -22.0% | 4.4%
COc1cc(CNC(=O)c2cc3n(n2)CCCN(Cc2ccc(C)cc2)C3=O)cc(OC)c1OC | 0.3% | -28.7% | 6.8%
CCOc1ccc(NC(=O)CSc2nnc(-c3ccncc3)n2-c2ccccc2)cc1 | -1.0% | 1.4% | 12.1%
O=C(/C=C\c1ccc2c(c1)OCO2)NC1CC(=O)N(c2ccccc2)C1 (stereo unspecified) | 4.9% | -1.5% | 11.8%
CCOC(=O)c1ccc(NC(=O)CSc2ncc(S(=O)(=O)c3ccc(C)c(Cl)c3)c(=O)[nH]2)cc1 | 0.0% | -29.1% | 6.1%
COc1ccc(C)cc1S(=O)(=O)NCC(c1cccs1)S(=O)(=O)c1ccc(C)cc1 (stereo unspecified) | 11.6% | -21.9% | -11.0%
CCOc1ccccc1CNC(=O)CSc1n[nH]c(-c2ccccc2Cl)n1 | -0.6% | -8.1% | 16.6%
Cc1ccc(-n2c(SCc3ccccc3F)nc3[nH]ncc3c2=O)cc1C | -1.2% | ? | -4.3%
CCOC(=O)Cn1c(=O)n(CC2CCCO2)c2nc(-c3ccc(C)cc3)nc(C(N)=O)c21 (stereo unspecified) | 1.4% | 7.2% | -6.0%
CCOC(=O)c1cnn(-c2ccc(C(=O)Nc3cccc(C(C)=O)c3)cc2)c1N | 0.4% | 1.6% | 4.3%
CCc1ccccc1N1C(=O)N(CC(=O)c2ccc(Cl)cc2)c2ccccc2S1(=O)=O | 2.2% | -14.5% | 5.2%
CCc1ccc(-n2c(SCc3ccccc3Cl)nc3[nH]ncc3c2=O)cc1 | -1.9% | ? | 0.7%
COc1cc(-c2noc(CSc3nc(-c4ccccc4)cc(=O)[nH]3)n2)cc(OC)c1OC | 0.5% | 0.0% | 1.2%
CCCCNS(=O)(=O)c1ccc(N2CCCCS2(=O)=O)cc1 | 0.3% | -7.9% | -6.2%
CCC(CC)C(=O)NCc1nc2cccnc2n1Cc1ccc(F)cc1 | -1.2% | -26.0% | 3.0%
COc1ccc(C(=O)NCC(c2ccc(N(C)C)cc2)N2CCOCC2)cc1 (stereo unspecified) | 11.7% | -13.4% | -9.2%

A section from further up, for reference:
SMILES | Nrf2 activator | TGFb SMAD3 inh | A549 viability
CC(=O)c1cccc(Nc2c3c(nc4nc(-c5cccs5)nn24)CCCC3)c1 | 13.2% | ? | -3.9%
Cc1cccc(N2CCN(C(=O)CCSCc3ccccc3F)CC2)c1C | 6.8% | ? | 0.4%
CC(C)n1cnc(S(=O)(=O)N2CCCC(C(=O)NCc3ccccc3Cl)C2)c1 (stereo unspecified) | 2.2% | -19.3% | 12.7%
Cc1ccc(S(=O)(=O)C(CNC(=O)C(=O)NCCc2ccc(Cl)cc2)c2cccs2)cc1 (stereo unspecified) | -0.8% | -26.4% | 3.9%
Cc1ccc(C)c(CSc2nnc3[nH]c(=O)cc(C)n23)c1 | 0.2% | 2.3% | -10.1%

Carrying on.
SMILES | Nrf2 activator | TGFb SMAD3 inh | A549 viability
Cc1c(-c2ccc(Cl)cc2)c(=O)oc2c(CN3CCN(CCO)CC3)c(O)ccc12 | 24.7% | ? | -7.5%
Cc1ccc(-n2ncc3c(N4CCN(c5ccc(F)cc5)CC4)ncnc32)cc1 | -0.5% | 3.6% | 3.7%
Cc1cc(C)cc(-n2c(C)nc3cc(C(=O)NCc4ccccc4Cl)ccc32)c1 | -2.1% | ? | 11.8%
COc1cc2c(C(=O)N3CCN(c4cccc(C(F)(F)F)c4)CC3)cn(CC(C)C)c(=O)c2cc1OC | -0.4% | 11.2µM* | 2.4%
COc1ccc(CNC(=O)C2=Cc3cccc(OC)c3OC2)cc1OC | 2.8% | -25.8% | -7.5%
COc1ccc(CN(C(=O)Nc2cccc(OC)c2)C2CCN(C(C)=O)CC2)cc1 | 4.6% | -6.6% | 3.7%
COc1ccccc1NC(=O)C1=C(C)Nc2nc(SCc3cc(C)ccc3C)nn2C1c1ccccc1 (stereo unspecified) | 4.0% | 32.4% | 0.2%
CCOC(=O)c1ccc(Nc2c(-c3ccc(OC)cc3)nc3nc[nH]n23)cc1 | -1.5% | -20.0% | 4.7%
O=C(NCCc1ccccc1)c1cc(Nc2ccccc2)nc2ccccc12 | 1.4% | -13.2% | 5.5%
O=C1C(c2cccc(Br)c2)N(CCc2ccccc2)C(=O)CN1C1CCCCC1 (stereo unspecified) | 2.3% | -8.8% | 5.2%
CCCCN(CC)C(=O)CSc1nc2n[nH]c(C)c2c(=N)n1-c1cccc(Cl)c1 | 2.6% | ? | -13.9%
CCOc1ccccc1CNC(=O)CN1C(=O)C2CCCCN2c2ccc(C(=O)N(C)C)cc21 (stereo unspecified) | -0.8% | -1.8% | 1.6%
CCc1nn2c(=O)cc(COC(=O)c3ccccc3NC(=O)COc3ccc(F)cc3)nc2s1 | -1.2% | -2.8% | 0.1%
COc1cccc([C@@H]2Nc3ccc(C(=O)O)cc3[C@@H]3C=CC[C@@H]32)c1OC | 7.7% | ? | 1.4%
COc1ccc(N2CCN(C(=O)c3cc(S(=O)(=O)N4CCCCCC4)cn3C)CC2)cc1 | -1.3% | ? | 5.8%
COc1ccc(S(=O)(=O)Nc2cccc(-c3ccc(N4CCOCC4)nn3)c2)cc1F | 14.1% | -8.8% | -1.2%
Cc1ccc(NC(=O)Cn2nc(C)c3nn(-c4ccc(Cl)cc4)c(C)c3c2=O)cc1C | -0.2% | ? | -20.2%
COc1ccc(NC(=O)CCCN2C(=O)CCn3nc(-c4cn(C)c5ccccc45)cc32)cc1OC | 5.7% | ? | 8.8%
COc1ccccc1NC(=O)CSc1nnc(NC(=O)NC2CCCCC2)s1 | 0.6% | 17.8µM* | -8.7%
CCCN(CCC)CCCNC(=O)C1CCN(S(=O)(=O)CC)CC1 | 0.1% | -1.2% | 8.2%
CCCCc1ccc(NC(=O)c2ccc(=O)n(Cc3cccc(C)c3)c2)cc1 | -1.1% | ? | -0.4%
CCC(=O)N1CCCc2cc(S(=O)(=O)N3CCC(C(=O)NC4CCC(C)CC4)CC3)ccc21 (stereo unspecified) | 2.2% | ? | 8.0%

High-throughput results deposited in PubChem by National Center for Advancing Translational Sciences (NCATS).
